Compound activity (PubChem)
V1aR counter = agonists of human V1a receptor, primary screen, counter-screen for OXTR agonist project, fluorescence, CHO-V1R cells. activation, % at 3 µM. Fluo-8 calcium fluorescence, agonist mode; 0% DMSO, 100% 3 nM vasopressin. 0.25% of 320,000 active. Vasopressin V1a receptor (Homo sapiens), P37288;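 active = activation above the mean activation of all tested compounds plus 3 SD, per screening run, cut at about 20% in these data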;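 also: signal is peak over basal fluorescence ratio across a 100 second FLIPR read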
Target sequence (P37288 whole entry, looked up): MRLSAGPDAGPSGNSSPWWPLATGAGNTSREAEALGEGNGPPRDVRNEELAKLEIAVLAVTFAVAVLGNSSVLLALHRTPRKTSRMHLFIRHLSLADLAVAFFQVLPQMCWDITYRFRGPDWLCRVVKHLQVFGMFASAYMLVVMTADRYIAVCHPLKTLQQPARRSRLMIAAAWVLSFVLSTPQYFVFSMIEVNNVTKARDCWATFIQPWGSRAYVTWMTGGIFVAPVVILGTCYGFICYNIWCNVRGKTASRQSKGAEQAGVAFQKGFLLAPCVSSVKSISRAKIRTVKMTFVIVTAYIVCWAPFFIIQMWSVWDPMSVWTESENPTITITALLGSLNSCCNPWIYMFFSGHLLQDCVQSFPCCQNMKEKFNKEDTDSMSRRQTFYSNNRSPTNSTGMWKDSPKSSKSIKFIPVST
GPR7 antag = GPR7 receptor antagonists, primary screen, cell-based, fluorescence, single concentration; Neuropeptides B/W receptor type 1 (Homo sapiens), P48145; GPR7-expressing cells, fluorescence antagonist assay; inhibition, % at 4.4 µM; 1.1% of 290,000 active; AID 1861, 2009; in the data active = inhibition above about 16%, passing the limit was not always enough;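 also: cells stimulated with the agonist NPW; 0% = agonist with vehicle and 100% = vehicle without agonist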
IMP-1 inhibitor = IMP-1 metallo-beta-lactamase inhibitors, primary screen, biochemical, epi-absorbance readout, Pseudomonas aeruginosa enzyme; metallo-beta-lactamase IMP-1 (Pseudomonas aeruginosa); purified IMP-1, nitrocefin hydrolysis, epi-absorbance fluorescence; inhibition, % at 5.6 µM; 0.45% of 290,000 active; AID 1556, 2009;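 active = inhibition above the mean plus 3 SD of all compounds in the same screening run, cut at about 4.5% in these data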;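 also: 0% = IMP-1 with DMSO and 100% = DMSO wells lacking enzyme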
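System: purified IMP-1; amount: IMP-1 0.2 nM before substrate addition; compound: single dose, 5.6 µM; times: 25 °C, 15 min preincubation, 25 min reaction; signal: Epi-absorbance via hydrolysed-nitrocefin quenching of white-plate fluorescence, 480/530 nm, EDTA stop; benchmarks: DMSO with and without IMP-1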
PHOSPHO1 block = PubChem AID 1565; Phosphoethanolamine/phosphocholine phosphatase (Homo sapiens), Q8TCT1; inhibition, % at 13.3 µM; 1.1% of 290,000 active; recombinant PHOSPHO1, absorbance phosphatase assay; in the data active = inhibition above about 60%
OXTR agonist = human OXTR agonists, primary screen, fluorescence, CHO-OTR cells, Fluo-8 calcium; activation, % at 3 µM; 0.32% of 320,000 active; Oxytocin receptor (Homo sapiens), P30559; AID 2435, 2010; Fluo-8 calcium fluorescence; normalized: DMSO 0%, oxytocin 100%;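 active = activation above the mean of all tested compounds plus 3 SD, cutoff set per screening run, cut at about 20% in these data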;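 also: peak over basal fluorescence ratio from a 100 s FLIPR kinetic read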
Target sequence (P30559 whole entry, looked up): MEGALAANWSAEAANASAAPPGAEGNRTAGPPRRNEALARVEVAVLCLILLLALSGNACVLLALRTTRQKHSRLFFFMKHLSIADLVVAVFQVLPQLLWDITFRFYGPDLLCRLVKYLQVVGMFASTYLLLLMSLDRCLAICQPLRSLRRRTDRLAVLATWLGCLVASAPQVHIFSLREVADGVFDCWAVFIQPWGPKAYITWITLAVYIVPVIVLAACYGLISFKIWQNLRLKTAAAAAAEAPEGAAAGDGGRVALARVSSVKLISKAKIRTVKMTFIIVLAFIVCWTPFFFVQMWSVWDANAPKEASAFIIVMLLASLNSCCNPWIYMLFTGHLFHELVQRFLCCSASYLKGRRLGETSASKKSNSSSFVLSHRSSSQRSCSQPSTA
NS3 helicase inh = inhibitors of HCV NS3 helicase, primary screen, biochemical, Cy5 molecular beacon fluorescence; Hepatitis C virus NS3 helicase; NS3 helicase DNA unwinding; inhibition, % at 10.9 µM; 0.56% of 290,000 active; AID 1800, 2009;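 active = inhibition above the mean of all tested compounds plus 3 SD, set per campaign, cut at about 35% in these data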;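 also: 0% = DMSO wells and 100% = thioflavine S control wells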
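Control set: DMSO versus 110 µM thioflavine S; Material: NS3 helicase fragment of HCV; Measured by: Cy5 fluorescence at 0 and 60 min, beacon hairpin quenching; Read-out basis: percent inhibition from t60/t0 fluorescence ratio; Times: reaction time 60 min, 25 °C; Repeats: single replicate; Compound dosing: single dose, 10.9 µM nominal final, DMSO 0.8% final.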
GalR3 antagonist = GalR3 antagonists in HEK293 cells, primary screen, cell-based, fluorescence readout; Galanin receptor type 3 (Homo sapiens), O60755; HEK293 GalR3-CNG cAMP membrane potential fluorescence; galR3 body fused to GalR1 C-terminus; inhibition, % at 3 µM; 0.44% of 360,000 active; AID 651719, 2012;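 active = inhibition above the screen-wide average plus 3 SD, cut at about 13% in these data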;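 also: forskolin and galanin both at EC90 stimulate the cells; cAMP rise reported by CNG channel membrane potential dye signal; 0% = forskolin plus galanin with DMSO and 100% = forskolin alone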
Target sequence (O60755 1-299 limits assumed): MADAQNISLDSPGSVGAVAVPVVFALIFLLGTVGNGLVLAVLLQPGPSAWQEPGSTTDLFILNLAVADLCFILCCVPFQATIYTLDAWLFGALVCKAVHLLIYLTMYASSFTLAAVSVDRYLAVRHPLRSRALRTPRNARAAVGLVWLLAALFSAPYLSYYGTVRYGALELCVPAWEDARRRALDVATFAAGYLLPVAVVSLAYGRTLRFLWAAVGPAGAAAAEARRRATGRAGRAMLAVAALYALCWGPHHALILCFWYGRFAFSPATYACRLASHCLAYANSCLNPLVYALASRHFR
VIM-2 inh = VIM-2 metallo-beta-lactamase inhibitors, primary screen, biochemical, epi-absorbance readout, Pseudomonas aeruginosa enzyme; purified VIM-2, nitrocefin hydrolysis, epi-absorbance fluorescence; AID 1527, 2009; 0.89% of 290,000 active; inhibition, % at 5.6 µM;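 active = inhibition above the mean of all tested compounds plus 3 SD, cutoff set per screening run, cut at about 7.5% in these data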;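 also: red hydrolysis product quenches plate fluorescence so inhibitors raise well fluorescence; 0% = enzyme with DMSO and 100% = DMSO without enzyme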
FID counter = compounds displacing fluorescent DNA intercalator, primary screen, artefact control for HCV NS3 helicase inhibitor project, biochemical, FID fluorescence | DNA fluorescent intercalator displacement | inhibition, % at 7.9 µM | 0.17% of 290,000 active | AID 1845, 2009; in the data active = inhibition above about 37%;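 also: 0% = vehicle and 100% = reference compound; higher means more ethidium bromide displaced from hairpin DNA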
An asterisk follows results filed as active; x = not tested or not shown.

SMILES	V1aR counter	GPR7 antag	IMP-1 inhibitor	PHOSPHO1 block	OXTR agonist	NS3 helicase inh	GalR3 antagonist	VIM-2 inh	FID counter
CCO[C@H]1OC(C(=O)NCc2nc3ccccc3[nH]2)=C[C@@H](C2CCCCC2)[C@@H]1CCCO	-0.2	-12	-2.4	-8	1.9	-2	-2	-3.3	-20
CCOc1cccc(=O)c2c(C)n(-c3ccc(C(=O)O)cc3)c(C)c12	3.0	4	-1.0	26	0.2	22	-8	4.8	-5
COc1ccc(Cn2c(=O)[nH]c3cc(C(=O)N4CCN(c5ccccc5F)CC4)ccc3c2=O)cc1	-0.5	17	-3.5	0	0.2	5	4	-0.6	-15
Cc1cc(S(=O)(=O)N2CCN(c3ccccn3)CC2)ccc1F	x	-3	-1.8	5	x	-4	-11	-0.2	-13
CCOc1ccc(NC(=S)NC(=O)/C=C/c2ccc(C)cc2)c([N+](=O)[O-])c1	0.5	4	0.2	0	-1.5	10	-1	-0.4	-4
O=C(CCS(=O)(=O)c1ccccc1)Nc1nc2c(s1)COc1ccccc1-2	4.1	-14	-3.0	22	6.3	-6	x	-2.3	-7
O=C(NCc1ccccc1)C1=C[C@@H](c2ccc(Br)cc2)C[C@@H](OCc2ccc(CO)cc2)O1	2.9	3	-2.2	30	0.5	-10	-3	-1.3	-26
COc1ccc(C(=O)Nc2nnc(Cc3cccs3)s2)cc1OC	0.6	-3	-5.0	-5	-0.3	11	0	-3.2	3
COc1ccc(CN2CCCC(CNC(=O)c3ccc(F)cc3)C2)cc1OC (stereo not given)	0.5	-18	-1.6	32	-0.3	8	-4	-0.3	4
Cc1ccc(C2=NS(=O)(=O)N(C)C(C(=O)NCc3ccco3)=C2)cc1	1.4	-4	-2.4	7	0.0	5	x	-0.5	-12
CCOc1ccc2nc(NCCCNS(=O)(=O)c3ccccc3)c(C#N)cc2c1	1.6	-12	-4.3	11	-0.9	-4	-2	-1.2	-11
Cc1cccc(-n2c(SCC(=O)Nc3cccc(S(=O)(=O)NC4=NCCCCC4)c3)nc3ccccc3c2=O)c1C	0.3	27*	-1.0	5	-0.2	2	6	1.1	-30
COc1ccc(CC(=O)NCCc2ccc(Cl)cc2Cl)cc1	0.2	-18	-3.5	-4	-1.3	1	-1	-2.7	-17
O=C(/C=C/c1cccc(Br)c1)c1ccc2c(c1)OCO2	0.2	4	-2.6	42	-0.8	-8	-6	-6.9	-13
O=S(=O)(Cc1nc2ccccc2s1)c1ccccc1	-0.2	-11	1.2	11	-0.5	-8	-2	1.0	-7
CC(C)(C)OC(=O)NCc1ccc(CNC(=O)c2[nH]cnc2C(=O)N[C@@H](Cc2ccccc2)C(=O)OCc2ccccc2)cc1	1.8	-19	-1.4	-19	0.6	-15	2	-3.0	-26
Cc1cc(C(=O)CN2C(=O)NC3(CCCc4ccccc43)C2=O)c(C)n1Cc1cccs1 (stereo not given)	0.1	-3	-4.9	-14	0.5	5	-1	-1.1	-4
CC(C)c1ccc2oc(=O)cc(CN3CCOCC3)c2c1	-0.4	1	-1.3	22	-0.5	3	4	-3.5	-22
c1ccc(-c2nnc(CN3CCC4(CC3)OCCO4)o2)cc1	0.7	7	-0.9	13	-0.1	-3	1	0.4	-5
CCc1c(C)sc(NC(=O)CCc2ccc(OC)cc2)c1C(N)=O	-0.1	2	-0.1	8	-1.5	1	-3	-3.8	-6
CCC(=O)Nc1sc2c(c1C(=O)N(C)C)CCCCC2	-0.6	-5	-2.5	6	-0.3	-4	-3	-2.1	-7
Cc1cc(C)nc(N2CCC(C(=O)Nc3ccc4c(c3)OCO4)CC2)n1	-1.5	-5	-4.6	-10	-1.9	2	-2	-1.2	-10
O=C(NCCc1c[nH]c2ccccc12)Nc1ccccc1	0.7	17	-0.3	11	1.4	-3	-8	1.4	3
O=c1[nH]nc(CSCc2ccccc2Cl)[nH]1	0.4	-1	-0.5	40	0.5	1	-9	-0.8	-2
O=C(NC1CC2CCCC(C1)N2C(=O)Nc1ccccc1Cl)C1CC1 (stereo not given)	0.2	-18	1.4	59	0.8	-3	-6	1.3	-7
COCCC(=O)N1CCC(Oc2ccc(C(=O)N3CCCCCCC3)cc2)CC1	1.6	-9	-3.2	28	1.2	1	-5	-1.7	-45
CCC(=O)N1CCc2cc(S(=O)(=O)N(C)c3ccc(OC)cc3OC)ccc21	3.2	-10	-1.4	7	0.5	-9	-10	2.1	-29
Cc1nc2ccccc2nc1N/N=C/c1ccc(O)cc1O	0.6	-10	-2.3	23	5.0	-14	-7	-2.6	-7
Cc1noc(C(=O)Nc2cccc(O)c2)c1Cl	0.0	-14	-3.2	8	0.6	-2	-2	-1.1	-3
O=C(Cc1ccc(Br)cc1)N1CCCCCC1	-0.7	-8	-1.2	41	-1.1	2	-1	-4.9	-9
CC(=O)N1CCc2cc(S(=O)(=O)NCCC3=CCCCC3)ccc21	11	1	-2.5	x	18	3	82*	-1.8	-11
c1csc(CNc2nc(-c3cccs3)nc3ccccc23)c1	0.2	-20	0.1	18	-0.7	-7	-4	-1.5	4
CCOC(=O)N1CCN(CC(O)c2c[nH]c3ccccc23)CC1 (stereo not given)	0.7	-12	-1.8	16	0.4	6	-11	-0.5	-7
CCC(CC)C(=O)Nc1ccccc1NC(C)=O	0.9	-3	-0.3	-11	0.4	13	-4	2.1	-3
CCOc1cc(C(=O)OCC(=O)c2cc(C)n(CC3CCCO3)c2C)ccc1OCC(=O)N1CCOCC1 (stereo not given)	1.0	5	-1.1	32	1.0	3	-7	-1.8	-46
O=C(O)CCn1c(SCCOc2ccccc2)nc2ccccc21	0.0	7	-2.9	29	1.0	41*	-5	-0.1	-36
CC1(C)Cc2ccccc2C(C(Cc2ccccc2)C(N)=O)=N1 (stereo not given)	4.7	-5	-1.6	48	-1.1	9	-2	-3.0	-9
O=C(NCc1cc([N+](=O)[O-])ccc1O)c1cc(-c2ccncc2)nc2ccccc12	2.6	-13	-3.6	10	3.2	-12	-2	-2.9	-9
COc1ccccc1NC(=O)CSc1ccc2nnc(-c3cccnc3)n2n1	1.9	-9	-6.0	-12	1.4	5	4	-3.0	-2
Cc1cc(C)n(CC(O)COc2c(C)cccc2C)n1 (stereo not given)	1.1	-6	-4.3	32	-0.7	-4	-3	-1.5	-8
O=C(NCc1ccccc1)C(c1ccco1)N(C(=O)c1csnn1)c1ccccc1 (stereo not given)	0.0	4	-1.0	44	-0.7	0	-5	-1.9	-24
Cc1cc(=S)cc(C)n1CCCO	0.5	-7	-3.6	32	2.4	3	-3	2.0	0
Cc1nn(C(C)C(=O)NCc2ccccc2F)c(=O)c2nn(-c3ccccc3)c(C)c12 (stereo not given)	0.7	-15	-2.3	19	-1.5	6	-9	-4.5	-26
COc1ccc(-c2noc(CCCC(=O)NC3CCCC3)n2)cc1OC	4.0	-11	-0.7	18	1.4	7	-6	0.2	-34
COc1cccc(/C=N/NC(=O)c2c(-c3ccccc3)noc2C)c1	0.7	5	-2.9	53	1.5	-6	-3	-2.5	-11
O=C(NCc1ccc2c(c1)OCO2)C(=O)NCC1CCCO1 (stereo not given)	1.0	3	-2.2	-3	0.2	-4	1	-2.1	-1
O=C(Nc1nccs1)c1csc2c1CCCC2	-1.6	-8	-1.8	18	-1.9	-3	-6	-1.8	0
CCCc1ccc2oc(C(=O)N(Cc3nccn3C)C(C)C)c(C)c2c1	-1.0	-14	-3.4	16	-2.1	-28	6	-1.3	-3
O=c1cc(-c2ccccc2F)nc(-c2ccccc2F)o1	1.1	-3	-3.3	-15	0.1	-4	-4	-2.3	-1
COc1ccc(CCN(C)C(=O)CSc2ncnc3sccc23)cc1OC	0.6	1	-2.0	58	0.5	-6	-6	-2.3	-20
(next part)
SMILES	V1aR counter	GPR7 antag	IMP-1 inhibitor	PHOSPHO1 block	OXTR agonist	NS3 helicase inh	GalR3 antagonist	VIM-2 inh	FID counter
CN(C)c1ccc(C(=O)N2CCNC(=O)C2CC(=O)Nc2ccc(F)cc2)cc1 (stereo not given)	0.6	-2	-1.2	5	1.6	-20	-3	-1.1	-10
CCN(CC)S(=O)(=O)c1cccc2c(N(C)C)cccc12	1.9	-16	-1.6	-22	-0.4	13	-3	-2.7	-3
CC(CCc1ccccc1)NC(=O)COC(=O)c1ccccc1O (stereo not given)	-0.5	-9	0.1	2	-0.1	-8	-6	-1.1	-15
O=C(N[C@@H](Cc1ccc(O)cc1)C(=O)O)C(c1ccccc1)c1ccccc1	0.8	-4	-3.4	9	0.4	0	-5	-1.9	-10
CCCCOc1ccc(C(=O)N=c2sccn2C)cc1OC	-0.9	-12	-0.5	27	-0.9	0	-2	-2.3	-40
O=C(O)c1ccc(S(=O)(=O)N2CCc3ccccc3C2)cc1	0.8	4	0.9	45	0.4	1	-9	-0.6	-13
O=C(c1ccccc1Oc1ccccc1)N1CCN(c2ccccc2F)CC1	-0.9	-2	-2.3	7	-1.3	-7	-1	-2.2	-27
Cc1occc1C(=O)Nc1ccc(Br)cc1F	0.2	-9	-0.5	11	-2.0	13	-2	-4.5	-8
CCCCn1c(=O)n(CC(=O)NCc2ccc(C)cc2)c(=O)c2c1nc(CO)n2CCC	0.1	-11	-0.8	8	-1.8	-9	-2	-1.1	-25
CCCc1nn(-c2cc(Cl)ccc2OC)c2c1C(=O)CC(C)(C)C2	-1.8	-19	-2.4	11	-1.4	-11	2	-0.1	-31
CN(Cc1ccccc1)S(=O)(=O)c1ccc(Cl)c(C(=O)O)c1	-0.3	-3	1.3	8	0.0	-2	-3	2.4	-8
C/C(=N\NC(=O)CC1N=C(Cc2ccccc2)NNC1=O)c1ccncc1 (stereo not given)	0.0	-13	-1.9	39	2.2	7	-5	-0.7	-8
CCOc1ccc(/C(O)=C2/C(=O)C(=O)N(CC3CCCO3)C2c2ccc(C)o2)cc1 (stereo not given)	0.0	0	-4.5	42	-1.0	10	-3	-2.2	-30
C/C(=N\N=C(N)N)c1cccc([N+](=O)[O-])c1	0.7	-4	-1.0	-1	1.9	-2	-3	0.3	11

One compound at a time, as listed above. Screens in order: V1aR counter, GPR7 antag, IMP-1 inhibitor, PHOSPHO1 block, OXTR agonist, NS3 helicase inh, GalR3 antagonist, VIM-2 inh, FID counter
C/C(=N\N=C(N)N)c1cccc([N+](=O)[O-])c1 reads 0.7, -4, -1.0, -1, 1.9, -2, -3, 0.3, 11
CN(Cc1ccccc1)S(=O)(=O)c1ccc(Cl)c(C(=O)O)c1 reads -0.3, -3, 1.3, 8, 0.0, -2, -3, 2.4, -8
